FBW7 activator: activators of human E3 ligase FBW7 | Q969H0 | 650,000 compounds, 0.13% hits | AlphaScreen FBW7–phospho-cyclin E peptide binding, activator screen | AID 1259310 | normalized activity (activation), % at 26.1 µM; in the data active means normalized activity above about 1.9%;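 further: purified mutant Fbw7 with reduced substrate affinity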
Target sequence (Q969H0 whole entry, looked up): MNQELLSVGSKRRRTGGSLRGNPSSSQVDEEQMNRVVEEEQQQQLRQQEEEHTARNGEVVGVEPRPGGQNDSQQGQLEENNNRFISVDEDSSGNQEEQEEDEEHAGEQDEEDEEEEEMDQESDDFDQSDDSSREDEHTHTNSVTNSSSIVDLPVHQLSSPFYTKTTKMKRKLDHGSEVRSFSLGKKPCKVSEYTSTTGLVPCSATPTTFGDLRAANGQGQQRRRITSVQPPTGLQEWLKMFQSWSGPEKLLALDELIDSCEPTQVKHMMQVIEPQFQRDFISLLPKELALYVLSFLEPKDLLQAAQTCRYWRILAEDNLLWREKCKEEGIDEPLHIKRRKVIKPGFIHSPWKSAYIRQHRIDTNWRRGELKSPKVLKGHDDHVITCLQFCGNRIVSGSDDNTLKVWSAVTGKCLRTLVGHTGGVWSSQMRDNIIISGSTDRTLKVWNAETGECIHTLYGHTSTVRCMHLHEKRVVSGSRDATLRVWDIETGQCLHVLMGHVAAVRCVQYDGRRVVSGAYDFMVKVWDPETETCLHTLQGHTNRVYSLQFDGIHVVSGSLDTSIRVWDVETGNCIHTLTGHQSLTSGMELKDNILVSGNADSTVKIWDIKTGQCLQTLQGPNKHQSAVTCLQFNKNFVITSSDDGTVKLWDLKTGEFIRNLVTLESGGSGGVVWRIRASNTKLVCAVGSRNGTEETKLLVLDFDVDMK
MITF primary: inhibitors of human MITF. O75030. AlphaScreen MITF homodimerization, bead proximity signal. inhibition, % at 2.6 µM. 650,000 compounds, 0.91% hits; in the data active means inhibition above about 50%;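 further: 0% = vehicle wells with protein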
GPR151 ag: human GPR151 activation | PathHunter beta-arrestin GPR151 cells, luminescence | Q8TDV0 | 650,000 compounds, 1% hits | AID 1508602 | activation, % at 11.2 µM; in the data active means activation above about 4.9%;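 further: 0% = median of compound wells and 100% = cells with positive control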
TEAD-YAP block: TEAD-YAP interaction inhibition; HEK-TIYL cells, TEAD-Gal4/YAP UAS-luciferase luminescence; inhibition, % at 9.12 µM; 640,000 compounds, 1.4% hits; AID 1259422; in the data active means inhibition above about 32%;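 further: 0% = median of test compound wells and 100% = reference inhibitor wells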
The depositor's hits bear a star; . = no result given.

1	CCCc1cc(=O)[nH]c2nnc(SCc3ccccc3)n12
2	Cc1cc(C)c(C2=NON3N(C(=O)c4ccccc4)c4ccccc4N23)c(C)c1
3	COc1ccc2oc(=O)c(-c3nc(-c4ccccc4)c4cc(Cl)ccc4n3)cc2c1
4	CCc1ccccc1NC(=O)c1ccc(F)c(S(=O)(=O)N2CCCCC2C)c1 (stereo not drawn)
5	CCN(CC)C(=O)COc1ccc2c(oc(=O)c3ccccc32)c1C
6	COc1ccc(N2CCN(CC=C(C)C)C2=O)cc1
assay / compound | 1 | 2 | 3 | 4 | 5 | 6
FBW7 activator | 0.0 | 0.0 | 0.2 | 0.1 | -1.0 | 0.1
MITF primary | 13 | 9 | -2 | 7 | 8 | 10
GPR151 ag | -1.7 | 1.2 | 0.9 | 6.7* | 0.7 | 0.0
TEAD-YAP block | -4 | 8 | -23 | -8 | -48 | -61

7	N#Cc1c(N)n(CCNC(=O)c2ccc(F)cc2)c2nc3ccccc3nc12
8	C#CCOc1ccc(CNCCCO)cc1OCC
9	O=C(NC(NC1=NCCS1)(C(F)(F)F)C(F)(F)F)c1ccco1
10	COc1ccc(CNc2nc(C)c(-c3ccn(CC4CCCCO4)n3)s2)c(F)c1 (stereo not drawn)
11	COC(=O)C1=C(C(=O)OC)SC(=C2C(=S)C(C)(C)N(C(=O)C3CC3)c3ccccc32)S1
12	Cc1c(Cl)cccc1S(=O)(=O)N1CCC(n2c(C3CCC3)nc3cccnc32)CC1
assay / compound | 7 | 8 | 9 | 10 | 11 | 12
FBW7 activator | 0.4 | -0.2 | -0.1 | 0.2 | 0.0 | 0.0
MITF primary | 6 | -3 | -11 | 5 | 14 | -5
GPR151 ag | 0.7 | 2.7 | -0.3 | -0.4 | 0.0 | 1.1
TEAD-YAP block | 12 | -13 | 7 | 12 | -8 | -13

13	CC(CCO)NC(=O)/C=C/c1ccccc1C#N (stereo not drawn)
14	CC1=NN(c2ccc(Cl)c(C(=O)O)c2)C(=O)/C1=C/c1ccc[nH]1
15	CCN(C(=O)CSc1nc(C)c(C)c(C)n1)C1CCS(=O)(=O)C1 (stereo not drawn)
16	COc1ccc(-c2nc(NC3CC3)c3ncn(-c4ccsc4)c3n2)cc1
17	O=C(Nc1ccc(OCc2ccccc2)cc1)Nc1ccc([N+](=O)[O-])cc1
18	O=C(Cn1nnc(-c2ccccc2)n1)Nc1ccccc1N1CCOCC1
assay / compound | 13 | 14 | 15 | 16 | 17 | 18
FBW7 activator | 0.0 | 0.0 | -0.1 | 0.1 | 0.1 | 0.1
MITF primary | 5 | 20 | 4 | 3 | 1 | -18
GPR151 ag | 1.4 | 0.4 | -1.2 | 1.9 | 0.8 | 0.3
TEAD-YAP block | 1 | -6 | -1 | 50* | 2 | 10

19	CC(C)c1nc2ccccc2c2nnc(SCC(=O)NCc3ccco3)n12
20	COc1ccc(C2Nc3ccccc3-c3cc(C)nn32)cc1 (stereo not drawn)
21	CCOC(=O)c1sc2ncnc(Nc3ccc(OC)c(OC)c3)c2c1C
22	Cc1sc2ncnc(SCC(=O)c3ccc(Cl)cc3)c2c1C
23	CCCN1CCC(=NNC(=O)c2ccccc2C)CC1
24	COC(=O)COc1ccc2c(c1)oc(=O)c1ccccc12
assay / compound | 19 | 20 | 21 | 22 | 23 | 24
FBW7 activator | 0.1 | 0.0 | 0.2 | -0.1 | 0.0 | 0.0
MITF primary | 15 | -4 | 11 | -11 | -14 | 10
GPR151 ag | -0.3 | -0.2 | -0.4 | 0.8 | -1.0 | -0.5
TEAD-YAP block | -9 | -25 | 6 | -7 | -31 | 17

25	COC(=O)c1sccc1NC(=S)N1CCCCC1C (stereo not drawn)
26	N#Cc1c(NC(=O)c2cc3ncc(Br)cn3n2)sc2c1CCCC2
27	Cc1cc(C(=O)COc2ccc(-n3cnnn3)cc2)c(C)n1-c1ccccc1
28	N#C/C(=C\c1cn(CC(=O)NCc2ccco2)c2ccccc12)C(=O)NC1CC1
29	CCC(=O)NC(=Nc1nc(C)c2ccccc2n1)NC(=O)CC
30	CCOc1cc(C2C(C(=O)OC)=CN(C(C)C)C=C2C(=O)OC)cc(Br)c1OC
assay / compound | 25 | 26 | 27 | 28 | 29 | 30
FBW7 activator | -0.1 | 0.0 | 0.0 | 0.0 | 0.0 | 0.1
MITF primary | -3 | 2 | -5 | 7 | 0 | 2
GPR151 ag | 1.5 | 0.1 | -1.7 | -0.5 | -0.3 | -0.2
TEAD-YAP block | 1 | 5 | 0 | -1 | -16 | -1

31	O=C(Nc1ccccc1N1CCOCC1)c1c(F)cccc1Cl
32	CCC(C)C(NC)C(=O)O (stereo not drawn)
33	Fc1ccc(NCc2nnc(SCCN3CCOCC3)n2Cc2ccccc2)cc1
34	CC1CCN(C(=O)CSc2nnnn2-c2ccccc2)CC1
35	COC(=O)C1=C(C(=O)OC)[C@@H]2N(C)c3ccccc3[C@@]23CCC(=O)N(Cc2ccco2)C3=N1
36	CCOc1ccc(Br)cc1S(=O)(=O)NC(=O)c1ccccc1
assay / compound | 31 | 32 | 33 | 34 | 35 | 36
FBW7 activator | 0.2 | 0.0 | 0.0 | -0.8 | -0.1 | 1.0
MITF primary | 4 | -2 | -27 | -13 | 3 | 16
GPR151 ag | -2.1 | -0.3 | -0.3 | 0.3 | 0.2 | 0.4
TEAD-YAP block | -2 | -8 | -1 | -44 | . | 6

37	CCOc1ccc(/C=C2\N=C(c3ccccc3)NC2=O)cc1
38	COc1ccc(C(=O)Nc2sc3c(c2C#N)CC(C)(C)OC3)cc1
39	N#CC1(C#N)C(c2ccccc2)C(C(=O)Oc2cccc(Cl)c2)N2c3ccccc3C=CC21 (stereo not drawn)
40	CCC(=O)c1ccc(OCc2ccc(C(=O)OC)cc2)c(OC)c1
41	O=[N+]([O-])c1ccc(Cl)c(S(=O)(=O)N2CCN(c3ccc(F)cc3)CC2)c1
42	CN1C(=O)c2ccc(C(=O)Nc3nc4ccccc4s3)cc2C1=O
assay / compound | 37 | 38 | 39 | 40 | 41 | 42
FBW7 activator | 0.0 | 0.0 | -0.1 | 0.3 | -0.7 | -0.1
MITF primary | -2 | -8 | 0 | -9 | 13 | 7
GPR151 ag | -0.5 | 0.4 | 0.0 | 1.0 | -0.7 | 1.1
TEAD-YAP block | -7 | -70 | -24 | -4 | 22 | -11

43	COc1cccc(OC)c1C(=O)Nc1ccccc1C(=O)N1CCOCC1
44	O=C(NCC(c1cccs1)N1CCc2ccccc21)C1CC1 (stereo not drawn)
45	O=C(NCc1ccccc1)c1cnc2sccn2c1=O
46	CC(=O)c1ccc(NC(=O)CSc2nnc(Nc3c(C)cccc3C)s2)cc1
47	COC(=O)C1=C(C)OC(N)=C(C#N)C1c1cccc(OC)c1 (stereo not drawn)
48	CCN=C(NCC)SC1CC(=O)N(c2ccc(F)cc2)C1=O (stereo not drawn)
assay / compound | 43 | 44 | 45 | 46 | 47 | 48
FBW7 activator | 0.0 | 0.0 | 0.1 | -0.1 | -0.1 | 0.1
MITF primary | 6 | 8 | 10 | 9 | -50 | 15
GPR151 ag | 0.3 | -0.7 | -1.8 | 0.8 | 2.3 | 0.8
TEAD-YAP block | -5 | -3 | -5 | -7 | -7 | 7

49	Cc1cc(C)cc(N(CC(=O)NCC2CCCO2)C(=O)CCC(=O)Nc2nccs2)c1 (stereo not drawn)
50	C/C(=N/NC(=O)c1ccc(C)nc1)c1ccc(Br)cc1
51	COc1ccc(/C(N)=N/OC(=O)c2ccc(Cl)cc2Cl)cc1
52	O=C(Cc1ccccc1)Nc1nn2c(-c3ccccc3)nnc2s1
53	COCc1cc(C)nc2sc(C(=O)Nc3cc([N+](=O)[O-])ccc3O)c(N)c12
54	O=C(Cc1ccc(N2CCC(NCc3ccncc3)CC2)cc1)NCCc1cccc(F)c1
assay / compound | 49 | 50 | 51 | 52 | 53 | 54
FBW7 activator | -0.1 | -0.3 | 0.0 | 0.4 | -0.1 | 0.1
MITF primary | 0 | 0 | 5 | -14 | 9 | -3
GPR151 ag | -0.2 | 3.4 | -0.4 | -2.0 | 2.6 | 1.2
TEAD-YAP block | -4 | 6 | -30 | -11 | 7 | -1

55	O=[N+]([O-])c1ccc(S(=O)(=O)N(CCO)CCO)cc1
56	CN(CCO)c1nc(N)c2c(N)nc3c(c2c1C#N)CC(=O)N3CCC1=CCCCC1
57	CCOc1ccc(-n2c(=S)sc3c(=O)n(-c4ccccc4)c(SCc4ccccc4F)nc32)cc1
58	CCC(=O)NCC1COc2ccccc2O1 (stereo not drawn)
59	CCCC(C)NS(=O)(=O)c1ccc(Br)cc1 (stereo not drawn)
60	CCOC(=O)C1=C(CC)OC(N)=C(C#N)C1c1ccc(O)c(OC)c1 (stereo not drawn)
assay / compound | 55 | 56 | 57 | 58 | 59 | 60
FBW7 activator | 0.1 | -0.1 | 0.1 | 0.1 | -0.3 | 0.0
MITF primary | -6 | 3 | 15 | 6 | -11 | 2
GPR151 ag | 0.1 | 0.3 | 0.0 | 1.5 | 0.6 | 0.3
TEAD-YAP block | -2 | -9 | 2 | 7 | -2 | -2

61	COC(=O)/C(C#N)=C/c1cccc(OC)c1OC
62	CC(C)(C)C(=O)N1CCC[C@@H]1Cn1nc(-c2cccs2)ccc1=O
63	CCOc1ccc(N=NN2CCCCC2)c([N+](=O)[O-])c1
64	NS(=O)(=O)c1ccc(NC(=O)CSc2nnc(-c3ccccc3)o2)cc1
65	N#Cc1ccccc1OCCCn1cncn1
66	CCC(=O)NNS(=O)(=O)c1ccc2ccccc2c1
assay / compound | 61 | 62 | 63 | 64 | 65 | 66
FBW7 activator | 0.3 | 0.2 | -0.3 | 0.0 | -0.1 | 0.0
MITF primary | 11 | 4 | 7 | -14 | 3 | 4
GPR151 ag | 0.0 | 0.6 | 2.9 | 0.2 | 0.8 | 3.0
TEAD-YAP block | -9 | 5 | -51 | -7 | 2 | 3

Part of the list above in order of molecular weight, smallest number first.
25	COC(=O)c1sccc1NC(=S)N1CCCCC1C (stereo not drawn)
59	CCCC(C)NS(=O)(=O)c1ccc(Br)cc1 (stereo not drawn)
44	O=C(NCC(c1cccs1)N1CCc2ccccc21)C1CC1 (stereo not drawn)
34	CC1CCN(C(=O)CSc2nnnn2-c2ccccc2)CC1
14	CC1=NN(c2ccc(Cl)c(C(=O)O)c2)C(=O)/C1=C/c1ccc[nH]1
5	CCN(CC)C(=O)COc1ccc2c(oc(=O)c3ccccc32)c1C
38	COc1ccc(C(=O)Nc2sc3c(c2C#N)CC(C)(C)OC3)cc1
22	Cc1sc2ncnc(SCC(=O)c3ccc(Cl)cc3)c2c1C
assay / compound | 25 | 59 | 44 | 34 | 14 | 5 | 38 | 22
FBW7 activator | -0.1 | -0.3 | 0.0 | -0.8 | 0.0 | -1.0 | 0.0 | -0.1
MITF primary | -3 | -11 | 8 | -13 | 20 | 8 | -8 | -11
GPR151 ag | 1.5 | 0.6 | -0.7 | 0.3 | 0.4 | 0.7 | 0.4 | 0.8
TEAD-YAP block | 1 | -2 | -3 | -44 | -6 | -48 | -70 | -7

16	COc1ccc(-c2nc(NC3CC3)c3ncn(-c4ccsc4)c3n2)cc1
7	N#Cc1c(N)n(CCNC(=O)c2ccc(F)cc2)c2nc3ccccc3nc12
19	CC(C)c1nc2ccccc2c2nnc(SCC(=O)NCc3ccco3)n12
36	CCOc1ccc(Br)cc1S(=O)(=O)NC(=O)c1ccccc1
53	COCc1cc(C)nc2sc(C(=O)Nc3cc([N+](=O)[O-])ccc3O)c(N)c12
3	COc1ccc2oc(=O)c(-c3nc(-c4ccccc4)c4cc(Cl)ccc4n3)cc2c1
56	CN(CCO)c1nc(N)c2c(N)nc3c(c2c1C#N)CC(=O)N3CCC1=CCCCC1
assay / compound | 16 | 7 | 19 | 36 | 53 | 3 | 56
FBW7 activator | 0.1 | 0.4 | 0.1 | 1.0 | -0.1 | 0.2 | -0.1
MITF primary | 3 | 6 | 15 | 16 | 9 | -2 | 3
GPR151 ag | 1.9 | 0.7 | -0.3 | 0.4 | 2.6 | 0.9 | 0.3
TEAD-YAP block | 50* | 12 | -9 | 6 | 7 | -23 | -9

The list continues:
67	CC(Oc1ccc([N+](=O)[O-])cc1Cl)C(=O)Nc1ccc(C(N)=O)cc1 (stereo not drawn)
68	CC(=O)NC(c1ccc2c(c1)OCO2)c1cc(Cl)c2cccnc2c1O (stereo not drawn)
69	FC(F)(F)c1cnc(Oc2ccc(-c3nnco3)cc2)c(Cl)c1
70	CO/N=C(/C)c1ccc(OCc2ccccc2)cc1
71	CCOC(=O)/C(=N/Nc1ccccc1)S(=O)(=O)c1ccc(C)cc1
72	Cc1ccc(-n2ncc3c(NC(C)(C)C)ncnc32)cc1
73	CC(C)NC(=O)CSc1ncnc2c1cnn2-c1ccc(F)cc1
74	CN(C)CCCOC(=O)c1ccc(Cl)cc1
75	Cc1nonc1CC(=O)N1CCc2ccc(NC(=O)C3CCCO3)cc2C1 (stereo not drawn)
assay / compound | 67 | 68 | 69 | 70 | 71 | 72 | 73 | 74 | 75
FBW7 activator | -0.1 | -0.8 | 0.1 | -0.2 | 1.1 | 0.0 | 0.0 | 0.0 | 0.1
MITF primary | -11 | 34 | 0 | -3 | 6 | -3 | -27 | 4 | 2
GPR151 ag | 0.7 | -0.9 | 1.0 | -2.3 | 2.3 | 1.6 | -1.3 | -0.2 | -0.5
TEAD-YAP block | -8 | 71* | -2 | -45 | -8 | 49* | -1 | 0 | -3
